Screens (PubChem BioAssay)
WT yeast gro inh: growth inhibition of WT strain, primary screen, mitochondrial fusion inhibitor project, WT and mutant strains, chemical genetic | inhibition, % at 10 µM | mitochondrial fusion phenotypic screen | 190,000 compounds, 2.1% hits | AID 1362, 2008; in the data active = inhibition above about 58%; tested in S. cerevisiae
PMI inhibitors: inhibitors of human PMI, primary screen, biochemical, fluorescence intensity, coupled assay (AID 1209); Mannose-6-phosphate isomerase (Homo sapiens); purified PMI enzyme, coupled fluorescence intensity; higher % means a stronger effect; inhibition, % at 20 µM; hits with a dose series show IC50 in µM; 190,000 compounds, 0.42% hits;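 note: plate controls were DMSO vehicle for no effect and wells lacking substrate for full effect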
Insulin prom up: insulin promoter activators in MIN6 cells, imaging, high-content screening, mouse beta cells; z-score at 5 µM; AID 1625, 2009; MIN6 insulin promoter-GFP reporter; active compounds read high; 190,000 compounds, 0.3% hits;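 active = z-score above 3 at 5 µM with at least 500 cells counted in the well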
Dynein cargo inh: inhibitors of GR-EGFP nuclear translocation, primary screen, dynein cargo transport inhibitor project, imaging, high-content, 3617.4 mouse cells. test concentration mostly 20 µM; stimulated with dexamethasone, 1 µM; active compounds read low. 220,000 compounds, 0.47% hits. AID 1381, 2008. z-score, hits read low;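 active = plate z-score of nuclear minus cytoplasmic receptor signal below a set negative limit, without overly bright fluorescence or cell loss, cut at about -3.5 in these data, passing the limit was not always enough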;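 note: z-score of nuclear minus cytoplasmic ring GR-EGFP intensity difference per well; some compounds called inactive have numbers as strong as hits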
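Medium: Induction medium lacking tetracycline, stripped serum | Probe or stimulus: 1.0 µM final dexamethasone stimulus | Schedule: 48 h induction, then 1 h compound, then 30 min agonist, 37 °C | Signal: Automated 10x imaging of fixed Hoechst-stained cells | Evaluation: Per-cell GR-EGFP intensity, nucleus versus surrounding cytoplasmic ring, well-averaged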
MT stabilizer: microtubule stabilizers in HeLa cells, primary screen, imaging, high-content imaging | HeLa tubulin immunostaining HCS, 24 h; share of cells brighter than vehicle mean+2SD | 200,000 compounds, 0.83% hits | % tubulin-high responders, % at 10 µM;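 active = plate Z-score above 3 for both tubulin-high and condensed-nucleus cell shares, with cell loss under 80%, at 10 µM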;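 note: anti alpha tubulin signal scored within the nucleus-defined area of each cell; some results filed as inactive read as strong as hits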
human PMI inhibitors: human PMI inhibitors, high substrate, primary screen, biochemical, fluorescence intensity, high mannose 6-phosphate (AID 1220). Mannose-6-phosphate isomerase (Homo sapiens). recombinant PMI enzyme, coupled fluorescence intensity; higher % means a stronger effect. one-dose inhibition, % at 20 µM; IC50 in µM for titrated hits. 190,000 compounds, 0.66% hits
Autophagy HCS: autophagy modulators in MEF cells, primary screen, imaging, high-content, MEF GFP-LC3. MEF GFP-LC3 puncta imaging; test concentration mostly 10 µM. calls only at 10 µM (by protocol). 190,000 compounds, 0.98% hits. AID 463193, 2010;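 active = percentage of spot-positive cells more than 3 SD above its plate mean, without a fluorescence outlier flag or 80% toxicity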;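 note: spot-positive cell cutoff set from DMSO-treated cells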
b-catenin transl: modulators of beta-catenin nuclear translocation, primary screen, imaging, HeLa cells, immunofluorescence, high-content. AID 1665, 2009. 190,000 compounds, 0.3% hits. nuclear translocation activity, % at 5 µM;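 active = nuclear translocation activity above 50% at 5 µM, with a well cell count of 50 or more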;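 note: per-cell ratio of nuclear to cytoplasmic median beta-catenin stain intensity; plate controls were DMSO negative control for no effect and GSK-3 inhibitor IX positive control for full effect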
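Test system: HeLa cells, endogenous beta-catenin; Compound: single 5 µM dose plus 0.02–20 µM confirmation series; Times: compound exposure 24 h at 37°C; Signal: fluorescence imaging of beta-catenin antibody stain plus DAPI; Read-out: % activation, nuclear-to-cytoplasmic median beta-catenin signal ratio per cell.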
Yfh1-depleted yeast: enhancers of respiration in Yfh1-depleted yeast, dose response, Friedreich's ataxia, plus single-dose screen (AID 1465). S. cerevisiae Yfh1-off respiration, WST-1 reduction, 72 h; higher fold induction means a stronger effect. fold induction at 50 µM; hits with a dose series show EC50 in µM. 220,000 compounds, 0.074% hits;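 active = fold induction of absorbance versus untreated yeast above a set limit, then at least 30% activation at any dose in follow-up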;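 note: activators that raise dye reduction in frataxin-depleted yeast; strong numbers were not always called active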
WT yeast gro inh mutant strain: second read-out of WT yeast gro inh, no call of its own (marks repeat the call); inhibition, %; mitochondrial fusion phenotypic screen, mutant strain inhibition
Dynein cargo inh cytoplasmic EGFP: also measured in Dynein cargo inh; calls as there; z-score; measured here: cytoplasmic GR-EGFP intensity; active compounds read high
Dynein cargo inh nuclear GR-EGFP: further read-out of Dynein cargo inh, marked with its call; z-score; measured here: nuclear GR-EGFP intensity;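 lower value marks the stronger effect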
Dynein cargo inh cell count: further read-out of Dynein cargo inh, marked with its call; z-score; measured here: cell count per field
Insulin prom up cell count: also measured in Insulin prom up; calls as there; cell count; measured here: cytotoxicity, nuclei count;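 total cells summed across four imaged fields per well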
b-catenin transl cell count 5 µM: second read-out of b-catenin transl, no call of its own (marks repeat the call); cell count; measured here: cell count, cytotoxicity flag
MT stabilizer Hoechst-high %: second read-out of MT stabilizer, no call of its own (marks repeat the call); % Hoechst-high responders; measured here: nuclear condensation Hoechst responders;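 share of cells brighter than vehicle mean plus two SD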
MT stabilizer cytotoxicity %: further read-out of MT stabilizer, marked with its call; toxicity, %; measured here: cytotoxicity by cell density;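 0% = mean cell density of plate MIN control wells and 100% = no cells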
Autophagy HCS cell loss 18 h: further read-out of Autophagy HCS, marked with its call; toxicity, %; measured here: cell loss, nuclei count;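 cell loss after 18 h compound exposure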
An asterisk follows results filed as active. Cut-off read from the data, not from the text of the source, unless noted: active = inhibition above about 50%; inactive = the rest. An unsorted share of the library; about 5% have a hit in one of these screens.

What do the screens show for `c1ccc(CNn2nnnc2-c2ccccc2)cc1`?
WT yeast gro inh: 15; PMI inhibitors: 9%; Insulin prom up: -1.4; Dynein cargo inh: 0.16; MT stabilizer: 4.8; human PMI inhibitors: 1%; Autophagy HCS: inactive; b-catenin transl: -1.7; Yfh1-depleted yeast: inactive; WT yeast gro inh mutant strain: 18; Dynein cargo inh cytoplasmic EGFP: -0.18; Dynein cargo inh nuclear GR-EGFP: -0.078; Dynein cargo inh cell count: 0.99; Insulin prom up cell count: 1226; b-catenin transl cell count 5 µM: 1228; MT stabilizer Hoechst-high %: 2.2; MT stabilizer cytotoxicity %: 5.2; Autophagy HCS cell loss 18 h: 2

What do the screens show for `Cc1nnc(SCC(=O)c2cc(C)n(C3CC3)c2C)s1`?
WT yeast gro inh: 5; PMI inhibitors: -10%; Insulin prom up: 2.2; Dynein cargo inh: -1.7; MT stabilizer: 1.5; human PMI inhibitors: -9%; Autophagy HCS: inactive; b-catenin transl: -1.0; Yfh1-depleted yeast: inactive; WT yeast gro inh mutant strain: 7; Dynein cargo inh cytoplasmic EGFP: -0.2; Dynein cargo inh nuclear GR-EGFP: -0.58; Dynein cargo inh cell count: 0.54; Insulin prom up cell count: 1199; b-catenin transl cell count 5 µM: 1433; MT stabilizer Hoechst-high %: 2.0; MT stabilizer cytotoxicity %: 13; Autophagy HCS cell loss 18 h: -8

Results for COc1ccc(C(=O)Nc2ccc(NS(=O)(=O)c3ccccc3)cc2)cc1OC ?
Insulin prom up: 1.4; Dynein cargo inh: 0.14; b-catenin transl: 0.9; Yfh1-depleted yeast: inactive; Dynein cargo inh cytoplasmic EGFP: -0.16; Dynein cargo inh nuclear GR-EGFP: 0.9; Dynein cargo inh cell count: -1.5; Insulin prom up cell count: 919; b-catenin transl cell count 5 µM: 1363

Results for CN(C)S(=O)(=O)c1ccccc1N=C=S ?
Insulin prom up: 0.42; Dynein cargo inh: 1.1; b-catenin transl: -2.5; Yfh1-depleted yeast: inactive; Dynein cargo inh cytoplasmic EGFP: -0.29; Dynein cargo inh nuclear GR-EGFP: 0.13; Dynein cargo inh cell count: 0.11; Insulin prom up cell count: 1463; b-catenin transl cell count 5 µM: 1204

Results for CC(C)(C)C(=O)CN1C(=O)C2(OCCO2)c2ccccc21 ?
WT yeast gro inh: -2; PMI inhibitors: -5%; Dynein cargo inh: -0.39; MT stabilizer: 2.0; human PMI inhibitors: -9%; Autophagy HCS: inactive; b-catenin transl: 0.0; Yfh1-depleted yeast: inactive; WT yeast gro inh mutant strain: 6; Dynein cargo inh cytoplasmic EGFP: -0.22; Dynein cargo inh nuclear GR-EGFP: -0.11; Dynein cargo inh cell count: 0.59; b-catenin transl cell count 5 µM: 739; MT stabilizer Hoechst-high %: 2.4; MT stabilizer cytotoxicity %: 11; Autophagy HCS cell loss 18 h: 8

Results for COc1ccccc1/C=C/C=N/n1c(C)nnc1C ?
WT yeast gro inh: 0; PMI inhibitors: -3%; Insulin prom up: -0.53; Dynein cargo inh: -0.28; MT stabilizer: 2.5; human PMI inhibitors: -6%; Autophagy HCS: inactive; b-catenin transl: 4.7; Yfh1-depleted yeast: inactive; WT yeast gro inh mutant strain: 1; Dynein cargo inh cytoplasmic EGFP: -0.34; Dynein cargo inh nuclear GR-EGFP: -0.049; Dynein cargo inh cell count: 0.5; Insulin prom up cell count: 1450; b-catenin transl cell count 5 µM: 1026; MT stabilizer Hoechst-high %: 1.7; MT stabilizer cytotoxicity %: 7.1; Autophagy HCS cell loss 18 h: -9

How did CCOc1cc(C(=O)NC2=NCCS2)cc(OCC)c1OCC do in these assays?
WT yeast gro inh: 11; PMI inhibitors: -5%; Insulin prom up: 0.21; Dynein cargo inh: -1; MT stabilizer: 1.3; human PMI inhibitors: -2%; Autophagy HCS: inactive; b-catenin transl: 2.9; Yfh1-depleted yeast: inactive; WT yeast gro inh mutant strain: 16; Dynein cargo inh cytoplasmic EGFP: -0.33; Dynein cargo inh nuclear GR-EGFP: -0.54; Dynein cargo inh cell count: 0.77; Insulin prom up cell count: 1221; b-catenin transl cell count 5 µM: 1086; MT stabilizer Hoechst-high %: 1.3; MT stabilizer cytotoxicity %: 4.8; Autophagy HCS cell loss 18 h: 9

How did COc1ccccc1Oc1ccc(NC(=O)c2ccccc2)cc1 do in these assays?
WT yeast gro inh: 4; PMI inhibitors: 8%; Insulin prom up: -0.47; Dynein cargo inh: 0.15; MT stabilizer: 1.7; human PMI inhibitors: 5%; Autophagy HCS: inactive; b-catenin transl: 2.0; Yfh1-depleted yeast: inactive; WT yeast gro inh mutant strain: -8; Dynein cargo inh cytoplasmic EGFP: -0.29; Dynein cargo inh nuclear GR-EGFP: 0.27; Dynein cargo inh cell count: 0.23; Insulin prom up cell count: 1482; b-catenin transl cell count 5 µM: 915; MT stabilizer Hoechst-high %: 0.9; MT stabilizer cytotoxicity %: 4.1; Autophagy HCS cell loss 18 h: -3

Results for Cc1nc(=O)c(-c2ccccc2)c(C)n1CC1CCCO1 (stereo unspecified) ?
WT yeast gro inh: 8; PMI inhibitors: -8%; Insulin prom up: 0.41; Dynein cargo inh: -0.29; MT stabilizer: 3.6; human PMI inhibitors: -4%; Autophagy HCS: inactive; b-catenin transl: -4.7; Yfh1-depleted yeast: inactive; WT yeast gro inh mutant strain: -3; Dynein cargo inh cytoplasmic EGFP: -0.26; Dynein cargo inh nuclear GR-EGFP: 0.3; Dynein cargo inh cell count: -0.78; Insulin prom up cell count: 1223; b-catenin transl cell count 5 µM: 963; MT stabilizer Hoechst-high %: 2.4; MT stabilizer cytotoxicity %: 6.6; Autophagy HCS cell loss 18 h: 13

Results for COc1ccc(S(=O)(=O)Nc2ccc(N(C)C(C)=O)cc2)cc1 ?
WT yeast gro inh: 1; PMI inhibitors: -5%; Insulin prom up: -0.14; Dynein cargo inh: -0.67; MT stabilizer: 0.8; human PMI inhibitors: -6%; Autophagy HCS: inactive; Yfh1-depleted yeast: inactive; WT yeast gro inh mutant strain: 13; Dynein cargo inh cytoplasmic EGFP: -0.46; Dynein cargo inh nuclear GR-EGFP: -0.27; Dynein cargo inh cell count: 1.5; Insulin prom up cell count: 1001; MT stabilizer Hoechst-high %: 1.2; MT stabilizer cytotoxicity %: 6.3; Autophagy HCS cell loss 18 h: -12

Results for N#Cc1c(N2CCCCC2)nc(N2CCCCC2)c2c1CCN(Cc1ccccc1)C2 ?
WT yeast gro inh: 11; PMI inhibitors: 13%; Insulin prom up: -0.76; Dynein cargo inh: -0.62; MT stabilizer: 4.5; human PMI inhibitors: 8%; Autophagy HCS: inactive; b-catenin transl: -0.1; Yfh1-depleted yeast: inactive; WT yeast gro inh mutant strain: 11; Dynein cargo inh cytoplasmic EGFP: 0.31; Dynein cargo inh nuclear GR-EGFP: -0.23; Dynein cargo inh cell count: 0.18; Insulin prom up cell count: 1122; b-catenin transl cell count 5 µM: 1050; MT stabilizer Hoechst-high %: 2.3; MT stabilizer cytotoxicity %: 8.2; Autophagy HCS cell loss 18 h: -5

Results for Cc1nc(CC(=O)Nc2nc(C(C)(C)C)cs2)cs1 ?
WT yeast gro inh: -12; PMI inhibitors: 2%; Insulin prom up: -0.27; Dynein cargo inh: -0.6; MT stabilizer: 3.3; human PMI inhibitors: 1%; Autophagy HCS: inactive; b-catenin transl: -1.5; Yfh1-depleted yeast: inactive; WT yeast gro inh mutant strain: -12; Dynein cargo inh cytoplasmic EGFP: -0.33; Dynein cargo inh nuclear GR-EGFP: -0.17; Dynein cargo inh cell count: 0.39; Insulin prom up cell count: 1157; b-catenin transl cell count 5 µM: 800; MT stabilizer Hoechst-high %: 2.7; MT stabilizer cytotoxicity %: 7.4; Autophagy HCS cell loss 18 h: 15

How did CON(C)S(=O)(=O)c1ccc2c(c1)N(Cc1ccc(C)cc1)C(=O)C1CCCN21 (stereo unspecified) do in these assays?
WT yeast gro inh: -1; PMI inhibitors: -46%; Insulin prom up: -0.29; Dynein cargo inh: -0.23; MT stabilizer: 0.9; human PMI inhibitors: -36%; Autophagy HCS: inactive; b-catenin transl: -2.3; Yfh1-depleted yeast: inactive; WT yeast gro inh mutant strain: -6; Dynein cargo inh cytoplasmic EGFP: -0.12; Dynein cargo inh nuclear GR-EGFP: 0.032; Dynein cargo inh cell count: 1.1; Insulin prom up cell count: 1521; b-catenin transl cell count 5 µM: 1100; MT stabilizer Hoechst-high %: 1.4; MT stabilizer cytotoxicity %: 9.3; Autophagy HCS cell loss 18 h: -29

How did CCCc1nnc(SCC(=O)N2CCOCC2)n1Cc1ccco1 do in these assays?
WT yeast gro inh: -13; PMI inhibitors: 11%; Insulin prom up: 0.59; Dynein cargo inh: 2.6; MT stabilizer: 3.5; human PMI inhibitors: 7%; Autophagy HCS: inactive; b-catenin transl: 0.2; WT yeast gro inh mutant strain: -6; Dynein cargo inh cytoplasmic EGFP: -0.11; Dynein cargo inh nuclear GR-EGFP: 2.2; Dynein cargo inh cell count: -2.4; Insulin prom up cell count: 1189; b-catenin transl cell count 5 µM: 975; MT stabilizer Hoechst-high %: 3.1; MT stabilizer cytotoxicity %: 16; Autophagy HCS cell loss 18 h: -4
